Peg3 prom inh = Peg3 promoter activity inhibition; HeLa PEG-Prom luciferase reporter, luminescence, overnight; inhibition, % at 20 µM; 360,000 compounds, 1.7% hits;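 active = inhibition of at least 50% at 20 µM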
Shn3 3UTR inh = Schnurri-3 reporter inhibition in Clone20 osteoblasts; Clone20 osteoblast Shn3 3'UTR firefly luciferase, 24 h; inhibition, % at 12.5 µM; 360,000 compounds, 0.52% hits;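 active = mean inhibition of at least 75% with every replicate also reaching 75%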;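 also: 0% = median of neutral control wells and 100% = pilot-screen positive control compound; some compounds past the cut are filed as inactive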
HIF-2a inh = HIF-2a inhibition | 360,000 compounds, 0.72% hits | inhibition, % at 18.8 µM | 786-0 RCC cells HIF-2a reporter, luciferase luminescence, overnight;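 active = inhibition of the luminescence signal of 40% or more relative to plate controls, in a single-dose primary screen at 18.75 µM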
CF NFkB block = blocks PAF-induced NF-kB reporter in cystic fibrosis cells; 360,000 compounds, 0.86% hits; KKLEB NF-kB-GFP reporter, GFP fluorescence overnight; inhibition, % at 5 µM;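 active = at least 50% inhibition at 5 µM, scaled per plate between neutral and stimulator controls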;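 also: PAF is a Pseudomonas aeruginosa culture filtrate used as stimulus; plate controls were PAF-stimulated DMSO wells for no effect and unstimulated DMSO wells for full effect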
hiPSC survival = enhancers of human iPSC single-cell survival. hiPSC single-cell survival, ATPlite luminescence; 100% = ROCK inhibitor wells, 0% = DMSO. survival enhancement, % at 20 µM. 360,000 compounds, 0.044% hits. AID 602274; in the data active = survival enhancement above about 18%;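 also: cells exposed to compounds for 16 hours before the ATP read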
NR2E3 ag-1 = agonists of human NR2E3 nuclear receptor; Q9Y5X4; CHO-S Gal4-NCOR/VP16-NR2E3 two-hybrid, luciferase; inhibition of corepressor binding, % at 3.98 µM; 360,000 compounds, 0.35% hits; AID 602229;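 active = inhibition above the mean of all tested compounds plus 3 SD, cut at about 70% in these data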;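 also: 0% = DMSO with NR2E3 transfected cells and 100% = cells lacking NR2E3 construct; higher means lower luciferase signal from less NR2E3 corepressor binding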
Target sequence (Q9Y5X4 whole entry, looked up, the tested form may be a part): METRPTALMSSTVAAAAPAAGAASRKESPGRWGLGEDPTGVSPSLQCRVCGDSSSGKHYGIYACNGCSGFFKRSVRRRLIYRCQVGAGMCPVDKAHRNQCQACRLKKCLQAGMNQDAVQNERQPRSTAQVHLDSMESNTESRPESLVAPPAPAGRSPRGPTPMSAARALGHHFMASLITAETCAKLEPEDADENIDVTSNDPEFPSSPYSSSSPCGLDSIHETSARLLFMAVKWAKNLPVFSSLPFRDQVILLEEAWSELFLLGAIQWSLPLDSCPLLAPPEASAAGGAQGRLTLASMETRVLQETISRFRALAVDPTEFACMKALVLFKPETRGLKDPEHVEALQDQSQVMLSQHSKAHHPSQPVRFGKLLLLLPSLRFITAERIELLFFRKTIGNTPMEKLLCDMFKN
NR2E3 ag-2 = agonists of human nuclear receptor NR2E3 | Q9Y5X4 | GST-NR2E3/biotin-RetCOR TR-FRET, 1536-well | inhibition of corepressor binding, % at 4.78 µM | 320,000 compounds, 0.12% hits | AID 2300;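 active = percent inhibition above the cutoff of mean plus 3 SD of all tested compounds, set per screening campaign, cut at about 20% in these data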;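 also: 0% = DMSO wells and 100% = biotin wells as full block of FRET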
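System: GST-tagged NR2E3 plus biotinylated RetCOR corepressor; Amount: 1.35 nM GST-tagged NR2E3 final; Dosing: single nominal compound dose of 4.8 µM; Schedule: 5 h incubation at 4 °C; Technique: TR-FRET with europium anti-GST and streptavidin-D2, 340 nm excitation; Controls: biotin wells as high control, 0.6% DMSO wells as low control.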
TRAIL sens C8 = caspase-8 TRAIL sensitization; NB7+C8 cells + TRAIL, ATPlite viability luminescence; inhibition (viability loss, TRAIL sensitization), % at 10 µM; 360,000 compounds, 1% hits;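 active = compounds causing at least 50% loss of cell viability in the single-dose screen, relative to plate controls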
KKLEB cytotox = CF airway cell cytotoxicity counter-screen | KKLEB CF airway cells viability, ATPlite luminescence, overnight; active compounds read low; cells stimulated with P. aeruginosa culture filtrate | activity change (cytotoxicity), % at 5 µM | 360,000 compounds, 0.36% hits | AID 602141;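 active = corrected activity change at or below -50% at 5 µM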
MITF TRPM1 inh = MITF TRPM1 promoter inhibition in SK-MEL-5 cells; SK-MEL-5 TRPM1 promoter luciferase, 24 h; inhibition, % at 12.5 µM; 330,000 compounds, 0.83% hits; AID 488899;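 active = mean inhibition across replicates of 60% or more, whatever share of single replicates reaches that level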; also: values of inactives mirror those of a sister screen read the other way
LMP1 NFkB inh = Epstein-Barr LMP1 NF-kappaB reporter inhibition; 350,000 compounds, 0.69% hits; inhibition, % at 12.5 µM; LMP1-induced NF-kappaB luciferase reporter cells, luminescence; in the data active = inhibition above about 41%;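 also: 0% = neutral control wells and 100% = reference inhibitor control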
* = called active by the depositor; · = not tested or not shown. This is a subset; the hit share may differ from the screen's.

mol	Peg3 prom inh	TRAIL sens C8	NR2E3 ag-1	LMP1 NFkB inh	HIF-2a inh	KKLEB cytotox	hiPSC survival	NR2E3 ag-2	Shn3 3UTR inh	MITF TRPM1 inh	CF NFkB block
CC(=O)N1CCOc2ccc(S(=O)(=O)N3CCCC(C)C3)cc21 (centres undefined)	9	5	-26	1	12	6	0.1	-1	2	-17	2
COc1ccc(-n2c(N)cc(=O)nc2SCC(=O)N2CCN(c3ccccc3)CC2)cc1	4	-2	-31	-36	1	14	0.0	0	-21	3	4
Cc1nc(N)nc(C)c1Cc1ccccc1	15	4	2	6	6	-2	-1.8	0	5	-4	7
Cc1ccc(N(CC(=O)N2CCN(C3CCCCC3)CC2)S(=O)(=O)c2cccnc2)cc1	16	-3	1	0	-10	2	-1.1	-1	-6	1	4
CCS(=O)(=O)N1CCC(c2nc3ccccc3[nH]2)CC1	-10	-2	-21	-8	3	3	-0.6	-2	7	-3	-6
CCN(CC)C(=O)C1CCCN(Cc2ccccc2F)C1 (centres undefined)	2	6	-2	2	14	-1	0.4	1	2	-15	0
CC(C)CCNC(=O)C1CCN(S(=O)(=O)c2ccc(-n3cnnn3)cc2)CC1	9	3	-3	2	3	-5	0.2	-1	-5	2	-34
Oc1ccccc1C1Nc2cccc3cccc(c23)N1	-9	1	-34	-7	-16	12	5.6	-2	4	8	-37
O=C(CNC(=O)c1ccccc1)NCc1ccc(Cl)cc1	4	2	-6	-6	8	2	0.2	-2	-8	-1	-1
Cc1cc(C)n2nc(SCc3nnc(SCc4ccccc4)s3)nc2n1	-2	-2	-7	7	-3	-9	-1.0	1	22	0	4
CC(=O)NCCNc1nc2cc(-c3cnn(CCC(C)C)c3)sc2c(=O)n1C	24	10	36	·	11	4	2.1	·	6	·	-89
CCC(C)NC(=O)CSC1=Nc2ccccc2C2=NC(c3ccccc3)C(=O)N12 (centres undefined)	-2	-22	-14	1	13	-1	-0.6	-2	-11	2	14
O=C(Nc1ccc2c(c1)C(=O)N(CC1CCCO1)C2=O)c1ccc(Cl)c(Cl)c1 (centres undefined)	-28	-1	-11	3	-32	11	-1.7	-2	-4	-19	-15
N#Cc1nc(-c2ccccc2F)oc1N1CCCCC1	-66	-5	-34	5	-38	-14	-0.1	3	-4	-16	9
OCCC1CN(Cc2cnc(-c3ccccc3)s2)CCN1Cc1ccccc1 (centres undefined)	12	-4	5	4	-9	1	-0.1	3	19	21	17
CN(C)CCNc1nc2sc3c(c2c(=O)n1-c1ccc(F)cc1)CCCCC3	10	-9	9	-5	-6	-18	0.2	1	-16	-8	21
CCOC(=O)COn1c(=O)c(-c2ccc(Br)cc2)[n+]([O-])c2ccccc21	-81	-17	-7	-4	-34	-12	0.3	·	-28	-28	27
C/C(CCc1ccc2c(c1)OCO2)=N\N=C1\NC(=O)CC(C(=O)Nc2ccc(C(=O)O)cc2)S1 (centres undefined)	6	-37	18	-8	15	5	-0.1	·	10	19	-25
Cc1cccc(-c2noc(CNC(=O)COc3ccccc3C)n2)c1	2	0	24	-4	8	12	-0.3	-1	0	3	-91
Cc1cc2c(cc1S(=O)(=O)NCC(C)c1ccccc1)n(C)c(=O)c(=O)n2C (centres undefined)	0	-14	-3	-3	9	-7	8.4	4	35	-2	-2
O=C(Cn1ccc(NC(=O)OCc2ccccc2)nc1=O)NCc1ccc2[nH]ccc2c1	-3	4	-13	0	6	1	1.5	-1	-1	4	1
COc1ccc(S(=O)(=O)N2CCOCC2)cc1NC(=O)Cn1nnc2ccccc2c1=O	20	-2	2	-6	16	-6	-0.3	1	0	-10	-16
CS(=O)(=O)c1ccc(C(=O)OCc2nnc(-c3ccc(Cl)cc3)o2)cc1[N+](=O)[O-]	104*	-1	-1	-10	-12	-19	0.0	1	6	25	12
O=C(CSc1nnc2ccccn12)NC(=O)NC1CCCC1	4	3	10	1	15	-6	0.1	2	10	-15	-7
CCn1cc(C(=O)NC2CCCCCC2)c2cc(OC)c(OC)cc2c1=O	-9	2	0	6	14	-1	2.8	0	22	-1	-15
Clc1ccc2nc(C3CCCCC3)c(Cc3ccsc3)n2c1	14	8	-21	·	-40	-14	2.5	·	-9	·	18
CCOC(=O)CCCCCC(=O)Nc1ccc2c(c1)C(=O)N([C@H](C)CO)C[C@H](C)[C@H](CN(C)C(=O)C1CCCCC1)OCCCC[C@@H](C)O2	-8	-3	-4	10	-1	3	-1.6	·	7	·	-6
CSc1nsc(SCC(=O)Nc2ccc(C(=O)O)cc2)n1	8	-5	-37	2	11	-2	0.0	3	0	6	4
C/C(Nc1ccc(Cl)c(Cl)c1)=C1/CCOC1=O	-3	-6	14	-10	-4	19	0.6	·	10	·	-25
CC[C@@]1(C(=O)OC)N[C@H](CN(C)C(=O)Nc2ccc(C)cc2)[C@@H]2C(=O)N(C)C(=O)[C@@H]21	-6	-9	0	-5	3	9	0.1	·	-32	-2	-5
S=C(NCc1ccco1)NCc1ccco1	-1	-11	-7	-4	-11	-1	-0.3	·	13	0	9
CCC(C)NC(=O)C1CCN(S(=O)(=O)N2CCOCC2)CC1 (centres undefined)	4	-5	-3	-2	21	-1	0.3	-2	1	10	7
Cc1ccc(NC(=O)NC(=O)CN2CCC(C(N)=O)CC2)c(C)c1	-171	3	-6	-21	-178	-5	-1.9	3	-11	·	2
C/C(=N\O)c1ccc2c(c1)CC(C)O2 (centres undefined)	-25	-2	-9	-3	-10	8	-0.1	2	4	-14	5
COc1ccccc1-c1ccc(SCc2ccc(F)cc2)nn1	-99	13	-17	-7	-180	9	-0.1	-4	0	-41	-36
CC12C(=O)N(c3ccc(OC(=O)c4ccco4)cc3)C(=O)C1C1c3ccccc3C2c2ccccc21 (centres undefined)	17	-6	-4	-5	13	-10	-1.8	2	29	5	-1
CCCC1S/C(=N/N=C/c2ccc(C)cc2)N(Cc2ccc(OC)cc2)C1=O (centres undefined)	10	2	5	3	24	-7	-1.3	0	30	-10	3
CCCS(=O)(=O)NC(=O)C1(C)CCN(C(=O)c2cc(C)on2)C1 (centres undefined)	-5	-15	-17	·	9	-6	-1.0	·	30	·	-3
CC(=O)Nc1ccc(NC(=O)CN2C(=O)COc3ccc(S(=O)(=O)N4CCCCC4)cc32)cc1	8	4	-11	-7	1	-6	-0.4	2	8	4	9
COc1ccc(CNC(=S)NC2CCCCC2)cc1	-3	15	-11	-6	-18	-24	-0.4	2	3	-8	13
O=C(CCn1nc(-c2ccccc2)ccc1=O)N1CCN(c2ccccn2)CC1	-2	3	8	-1	7	-2	1.4	0	-3	3	20
NC(=O)c1cnn2c(-c3ccc(Cl)cc3Cl)ccnc12	3	-8	-35	·	-3	-8	0.5	-1	-2	-49	4
CCOC(=O)C1CCN(C(=S)NC2CCCC2)CC1	14	-3	-9	-18	4	1	3.8	3	1	-6	-2
Cc1oc(-c2ccccc2F)nc1CS(=O)CC(=O)NC1CCCC1 (centres undefined)	5	10	-32	-5	0	-22	1.6	1	1	13	16
CC(=O)Nc1ccc2c(c1)Cc1c-2cc(Cl)c(NC(C)=O)c1Cl	-40	-4	-41	3	-106	3	-2.1	·	-11	-19	-14
Cc1cc(C)cc(NC(=O)CCCCCN2C(=O)[C@@H]3Cc4ccccc4CN3C2=O)c1	24	2	21	2	-1	-7	2.4	0	-1	0	2
CN(C(=O)c1cccc(N2C(=O)C3C4C=CC(C4)C3C2=O)c1)C1CCCCC1 (centres undefined)	0	9	-15	6	11	10	0.2	-1	0	7	-19
Fc1ccc(NC(=S)SCc2ccc3c(c2)OCO3)cc1F	24	-17	14	-7	2	-9	-2.0	·	29	·	12
COCC(=O)NC1(c2nnnn2CCOC(=O)Nc2ccc(Cl)cc2)CCCCC1	-23	1	-33	-10	-24	-4	-2.9	1	2	-5	12
C=CCN(CC=C)C(=S)Nc1ccc2nsnc2c1	-125	4	-11	-4	-187	-4	-2.0	-4	-31	-7	3
Cc1ccc2oc(=O)c(-c3ccc(O)cc3)c(C)c2c1	-243	-1	-2	32	-153	4	5.3	-5	-12	·	14
O=C(NCCCN1CCCC1=O)c1ccc(Cl)c(Cl)c1	-13	4	-8	-19	-1	-8	-0.3	-1	9	-1	19
CCC(C)[C@H](NC(=O)N1CC(=O)Nc2ccccc21)C(=O)NC(C)CCc1ccccc1 (some centres undefined)	2	-16	-32	-10	16	-3	0.0	1	11	11	-6
CC(=O)Nc1ccc(NC(=O)CN2CCN(c3cccc(C(F)(F)F)c3)CC2)cc1	15	-3	-3	3	16	4	0.4	0	17	-8	14
COc1ccc2c(Cl)c(C(=O)N/N=C/c3ccncc3)sc2c1	-25	16	-22	3	-48	-1	-0.5	-12	-18	-9	14
COc1ccc(NC(=O)c2ccc3c(c2)OCO3)cc1	-47	41	-136	6	-136	-8	-0.6	0	-2	-14	12
CCOc1cc(/C=N/NC(=O)CSc2nncn2C)ccc1OCC(N)=O	21	6	-12	-2	9	7	-0.5	4	6	-5	-6
O=C(O)c1cccc(N2C(=O)Nc3ccccc3N2O)c1	-28	26	14	4	-9	1	2.1	-1	-2	-6	9
Cc1cc(-c2nnco2)c(C)n1-c1ccc(F)cc1	-167	4	-28	-13	-113	-19	-1.4	0	-7	-24	13
CC(C)CNS(=O)(=O)c1cc(C(=O)N2CCOCC2)c(Cl)cc1Cl	14	-16	-2	3	-1	-4	-2.1	1	-5	-3	-18

Continuation:
mol	Peg3 prom inh	TRAIL sens C8	NR2E3 ag-1	LMP1 NFkB inh	HIF-2a inh	KKLEB cytotox	hiPSC survival	NR2E3 ag-2	Shn3 3UTR inh	MITF TRPM1 inh	CF NFkB block
O=[N+]([O-])c1cccc(/C(=N/N=C/c2ccccc2Br)C23CN4CN(CN(C4)C2)C3)c1	4	7	11	-4	-4	-13	4.6	0	19	0	13
Oc1ccccc1N1CCN(c2ncnc3scc(-c4ccccc4)c23)CC1	59*	15	12	5	24	1	3.3	0	-9	2	36
Cc1cc(C(=O)NNS(=O)(=O)c2cccc(Cl)c2)nn1C(C)(C)C	19	9	12	-6	19	9	-0.2	-1	1	17	-9
Cc1ccc(NC(=O)CNC(=O)c2cccs2)cc1S(=O)(=O)Nc1ccc(Cl)cc1	15	13	-13	-15	0	7	-0.2	0	12	10	-34
COc1ccc(C(=O)Nc2cc(C)nn2-c2cccc(F)c2)cc1OC	18	-22	-21	-11	16	1	-0.4	-3	-2	-1	-14

Screens: PubChem, several laboratories
